High-throughput results deposited in PubChem BioAssay by National Center for Advancing Translational Sciences (NCATS).
VP16 counter – VP16 counterscreen qHTS for inhibitors of ROR gamma transcriptional activity. Drosophila S2 Gal4-VP16 UAS-luciferase, luminescence, 20 h. Potency, µM (titrated, usually from 53.6 µM), without a hit: top-dose activity, negative = inhibition, most hits filed as inhibitors. actives 3.5% (n = 310,000). AID 2546, 2010;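 note: Gal4-VP16 expression switched on by copper sulfate through the metallothionein promoter; % is set by controls: 0 for no effect and ±100 for the full control effect; nearly all actives have a fitted effect of over 50% in size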
MBNL1-CUG inh – qHTS Assay for Inhibitors of MBNL1-poly(CUG) RNA binding | Muscleblind-like protein 1 (Homo sapiens), Q9NR56 | TR-FRET MBNL1-His/biotin-(CUG)12 binding, 665/545 ratio | Potency, µM (series often up to 57.5 µM), without a hit: at the highest dose activity change, negative = inhibition, hits mostly inhibitors | actives 0.036% (n = 280,000) | AID 2675, 2010; active = well fitted inhibition curve with a large enough effect in the signal ratio, with a control signal flat, not every such curve was filed as active; inconclusive = small, poorly fitted or top-dose-only effect, or effect the other way, or a change in a side signal; inactive = no such curve, though single readings can be large or run the other way; the % refers to the signal ratio; note: % is set by controls: 0 for no effect and ±100 for the full control effect
Target sequence (Q9NR56 whole entry, looked up): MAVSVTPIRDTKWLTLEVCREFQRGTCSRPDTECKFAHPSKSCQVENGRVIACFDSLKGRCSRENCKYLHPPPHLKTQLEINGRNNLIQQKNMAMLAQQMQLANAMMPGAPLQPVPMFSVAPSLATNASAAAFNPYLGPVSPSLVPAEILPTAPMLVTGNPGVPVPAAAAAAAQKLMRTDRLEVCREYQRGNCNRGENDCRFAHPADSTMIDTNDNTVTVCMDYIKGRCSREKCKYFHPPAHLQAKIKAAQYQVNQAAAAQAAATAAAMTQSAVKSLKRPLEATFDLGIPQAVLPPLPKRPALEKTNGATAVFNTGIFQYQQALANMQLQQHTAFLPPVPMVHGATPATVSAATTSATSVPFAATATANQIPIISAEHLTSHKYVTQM
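TR-FRET readout: Ex 340 nm, 665/545 nm emission ratio, normalized to buffer-only (basal) and MBNL1-(CUG)12 controls. Complex of MBNL1-His with Biotin-(CUG)12, compounds 92 nM–58 uM, incubated 60 min at room temperature.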
uPA surface inh – qHTS for Inhibitors of Cell Surface uPA Generation; cell surface uPA generation assay, qHTS; Potency, µM (highest dose often 38.3 µM), for the others: at the highest dose activity change, negative = inhibition, actives largely listed as inhibitors; AID 540303, 2011; actives 0.31% (n = 330,000); active = well fitted inhibition curve with a large enough effect; inconclusive = small, poorly fitted or top-dose-only effect; inactive = no such curve, though single readings can be large or run the other way; tested in mouse RAW 264.7 cells; note: % is set by controls: 0 for no effect and ±100 for the full control effect; nearly all actives have a fitted effect of over 55% in size
ELG1 genotoxic – qHTS screen for small molecules that induce genotoxicity in human embryonic kidney (HEK293T) cells expressing luciferase-tagged ELG1; HEK293T ELG1-luciferase reporter, luminescence, 16 h; Potency, µM (top dose mostly 46 µM), for the others: at the top dose activity change, positive = activation, hits mostly activators; actives 1.3% (n = 330,000); AID 504466, 2011; note: % of control where 0% means no effect; nearly all actives have a fitted effect of over 60% in size
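After overnight (16 hr) compound treatment at 37 °C, ELG1-luciferase HEK293T cells were lysed with ONE-Glo; luminescence quantified 30 min later at room temperature.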
Rab9 promoter act – qHTS Assay for Rab9 Promoter Activators; Potency, µM (series often up to 9.22 µM), without a hit: at the top dose activation, negative = inhibition, actives largely listed as activators; Huh7 Rab9 promoter-luciferase reporter, luminescence, 24 h; actives 2.8% (n = 320,000); note: % of control where 0% means no effect; nearly all actives have a fitted effect of over 60% in size
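Luminescence read-out: Huh7 cells stably expressing Rab9-luciferase, treated 24 h with compound at 37 °C, then lysed with luciferase reagent for 10 min at ambient before reading.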
BRCA1 expr up – qHTS Assay to Identify Small Molecule Activators of BRCA1 Expression. MCF7-BRCA1-FFLuc reporter, luminescence, 48 h; response scale: scaled: vehicle 0%, 10 µM genistein 100%. Potency, µM (series often up to 46.1 µM), for the others: at the top dose activation, usual class: activators. actives 1.1% (n = 380,000). AID 624202, 2012; note: nearly all actives have a fitted effect of over 80% in size; some results filed as inactive show a strong effect at the top dose
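Quantitative HTS in MCF7 cells stably reporting BRCA1 expression via firefly luciferase. Compound treatment lasts 48 h at 37 °C in phenol-red free MEM. Activation is expressed relative to genistein at 10 microM and DMSO.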
RORgamma inh – qHTS for inhibitors of ROR gamma transcriptional activity. Drosophila S2 Gal4-RORgamma UAS-luciferase reporter, 20 h. actives 5.4% (n = 310,000). Potency, µM (top dose mostly 53.6 µM), inactives show top-dose activity change, negative = inhibition, hits mostly inhibitors; note: % is set by controls: 0 for no effect and ±100 for the full control effect; nearly all actives have a fitted effect of over 60% in size
Target sequence (P51450 whole entry, looked up, the tested form may be a part): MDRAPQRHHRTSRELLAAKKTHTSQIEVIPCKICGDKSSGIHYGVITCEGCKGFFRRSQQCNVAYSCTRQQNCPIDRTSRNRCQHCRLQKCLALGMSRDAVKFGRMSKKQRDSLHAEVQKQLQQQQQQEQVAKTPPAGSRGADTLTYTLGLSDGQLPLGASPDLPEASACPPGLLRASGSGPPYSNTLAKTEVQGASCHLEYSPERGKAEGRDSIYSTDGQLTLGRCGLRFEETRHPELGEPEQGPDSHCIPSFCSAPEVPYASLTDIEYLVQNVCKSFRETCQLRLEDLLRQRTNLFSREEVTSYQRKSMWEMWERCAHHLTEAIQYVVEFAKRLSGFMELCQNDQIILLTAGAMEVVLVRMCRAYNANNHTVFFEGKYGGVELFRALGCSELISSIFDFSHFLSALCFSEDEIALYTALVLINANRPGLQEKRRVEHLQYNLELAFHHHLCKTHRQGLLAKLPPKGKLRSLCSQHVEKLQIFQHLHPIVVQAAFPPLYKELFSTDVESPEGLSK
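In this cell-based reporter format, copper sulfate (700 uM final) drives Gal4–ROR gamma fusion expression from a metallothionein promoter in Drosophila Schneider cells; compounds preincubated 1 hr, reporter read after 20 hr at ambient temperature.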
FLuc counter – qHTS profiling assay for firefly luciferase inhibitor/activator using purifed enzyme and Km concentrations of substrates (counterscreen for miR-21 project); purified FLuc, Km substrates, luminescence inhibition; Luciferin 4-monooxygenase (Photinus pyralis), P08659; Potency, µM (highest dose often 57.5 µM), inactives show at the highest dose activity change, negative = inhibition, usual class: inhibitors; actives 6.9% (n = 360,000); AID 588342, 2011;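 note: plate controls were vehicle for no effect and reference inhibitor for full effect; nearly all actives have a fitted effect of over 55% in size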
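Biochemical qHTS of compounds, final roughly 60 µM downward over six points, against 10 nM purified firefly luciferase using Km concentrations of substrates (10 uM D-luciferin, 10 uM ATP) in Tris acetate pH 7.5 buffer; luminescence output.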
p53 reactivation – qHTS assay for re-activators of p53 using a Luc reporter. H1299 p53-A138V BP100-luciferase reporter, luminescence, 24 h. Potency, µM (titrated, usually from 92.2 µM), inactives show top-dose activity change, positive = activation, hits mostly activators. actives 0.063% (n = 320,000); note: % of control where 0% means no effect; nearly all actives have a fitted effect of over 45% in size
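p53-null H1299 cells stably carrying temperature-sensitive p53-A138V and a BP100-luciferase reporter were pinned with compounds (4-point, 1:5 series) and held 24 hrs at 37 deg C. Luminescence was read 10 min after detection reagent.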
NPC1 promoter act – qHTS Assay for NPC1 Promoter Activators; actives 2.4% (n = 320,000); Potency, µM (doses to about 9.22 µM), inactives show at the highest dose activation, hits mostly activators; Huh7 NPC1 promoter luciferase reporter, 24 h;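 note: % of control where 0% means no effect; nearly all actives have a fitted effect of over 60% in size; reporter is driven by a mutant NPC1 promoter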
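Readout is luciferase luminescence, reflecting NPC1 promoter activation in stably transfected Huh7 cells after 24 h compound exposure at 37 °C in reduced-serum medium with 10% FBS.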
An asterisk follows results filed as active; ? = inconclusive; · = no result given; [ ] = dose if it differs, or a comment. Unless noted, calls come from the whole dose curve; as a rule, active = well fitted curve in the direction sought with a large enough effect; inconclusive = small, poorly fitted or top-dose-only effect, or another doubt; inactive = no such curve, though single readings can be large; an effect the other way counts as inactive or inconclusive. Potency is the fitted concentration of half-maximal effect.

entry	SMILES	Rab9 promoter act	FLuc counter	NPC1 promoter act	p53 reactivation	MBNL1-CUG inh
1	Cc1cc(C)c2nc(NNC(=O)c3ccc(S(=O)(=O)N4CC(C)CC(C)C4)cc3)sc2c1 (stereo not drawn)	-19%	?	-6%	?	50%[activator]
2	COc1ccc(NC(=O)Cn2nc(C)c3ccccc3c2=O)cc1	0%	-1%	-2%	7%	-3%
3	Cc1cc(=O)[nH]c(N/N=C/c2c[nH]c3ccccc23)n1	20%	?	4%	8%	·
4	Fc1ccc(-c2cnn3c(-c4ccncc4)ccnc23)cc1	0.4µM*	1.2µM*	0.35µM*	?	·
5	COc1ccccc1N1CCN(CC(=O)NC(=O)NCc2ccco2)CC1	-3%	9%	-3%	-16%	-7%
6	COc1ccc(NC(=O)CCNS(=O)(=O)c2ccc(Br)s2)cc1	-1%	-1%	-4%	-4%	-4%
7	COC(=O)c1ccccc1NC(=O)CSc1nnnn1-c1ccc(C)cc1C	-2%	?	-2%	1%	-7%
8	Cc1nc(NC(=O)COC(=O)[C@@H](NC(=O)c2ccco2)C(C)C)c(Cl)cc1Cl	·	·	·	3%	·
9	O=C(CN1c2cccc3cccc(c23)S1(=O)=O)Nc1cccc(S(=O)(=O)N2CCOCC2)c1	1%	-2%	0%	-24%	154%[activator]
10	O=c1[nH]c2cc3c(cc2cc1C(c1nnnn1C1CCCC1)N1CCCc2ccccc21)OCCO3 (stereo not drawn)	-2%	3%	-1%	-1%	9%

entry	uPA surface inh	RORgamma inh	ELG1 genotoxic	VP16 counter	BRCA1 expr up
1	?	2µM*	8%	7.9µM*	-72%
2	14%	-1%	1%	-4%	-12%
3	-10%	39%	4%	-5%	-21%
4	-6%	1%	7%	1%	?
5	3%	-6%	0%	-7%	-17%
6	6%	12%	1%	6%	-8%
7	3%	-5%	-9%	7%	-18%
8	16%	·	-1%	·	-3%
9	-4%	1%	-2%	1%	-2%
10	6%	-29%	3%	0%	-10%

Structures listed so far containing an aryl methoxy group (3):
entry	SMILES	Rab9 promoter act	FLuc counter	NPC1 promoter act	p53 reactivation	MBNL1-CUG inh
2	COc1ccc(NC(=O)Cn2nc(C)c3ccccc3c2=O)cc1	0%	-1%	-2%	7%	-3%
5	COc1ccccc1N1CCN(CC(=O)NC(=O)NCc2ccco2)CC1	-3%	9%	-3%	-16%	-7%
6	COc1ccc(NC(=O)CCNS(=O)(=O)c2ccc(Br)s2)cc1	-1%	-1%	-4%	-4%	-4%

entry	uPA surface inh	RORgamma inh	ELG1 genotoxic	VP16 counter	BRCA1 expr up
2	14%	-1%	1%	-4%	-12%
5	3%	-6%	0%	-7%	-17%
6	6%	12%	1%	6%	-8%

More results.
entry	SMILES	Rab9 promoter act	FLuc counter	NPC1 promoter act	p53 reactivation	MBNL1-CUG inh
11	O=C(NC1CCN(C(=S)Nc2ccccc2Cl)CC1)C1CCCCC1	4%	3%	1%	1%	-1%
12	O=C(CCC(=O)c1ccccc1)NCc1cccc(C(F)(F)F)c1	3%	13%	-3%	?	·
13	COc1ccc(CC(NC(C)=O)C(=O)N2CCN(C(=O)Nc3ccc(Cl)cc3)CC2)cc1OC (stereo not drawn)	15%	-17%	-4%	4%	6%
14	C#CCOCCOCCOCCNc1nc(N2CCN(C(=O)[C@H](CCCCN)n3cc(CCCC)nn3)CC2)nc(N2CCN(C(=O)[C@H](CCCCN)n3cc(CCCC)nn3)CC2)n1	0%	-20%	-3%	1%	-9%
15	CCc1ccc(C(=O)NC(C(=O)O)C(C)C)cc1 (stereo not drawn)	-3%	-7%	2%	-4%	-17%
16	COc1ccc2sc(-c3ccccc3OC)c(-c3ccc(OCCN4CCCC4)cc3)c2c1	·	·	·	2%	·
17	O=C(CN(c1cccc(C(F)(F)F)c1)S(=O)(=O)c1ccc(Cl)c([N+](=O)[O-])c1)NCc1ccc(F)cc1	-3%	5%	-3%	-14%	·
18	COc1ccc2[nH]c(O)c(N=NC(=N)N)c2c1	-2%	-1%	0%	5%	·
19	O=C(CSc1ncc(C(F)(F)F)cc1Cl)N1CCN(S(=O)(=O)c2ccccc2)CC1	9%	4%	-2%	-4%	-8%
20	CN(Cc1cc(-c2ccccc2)on1)C(=O)c1cc(COc2c(F)cccc2F)on1	2.5µM*	24µM*	24%	17%	-13%

entry	uPA surface inh	RORgamma inh	ELG1 genotoxic	VP16 counter	BRCA1 expr up
11	0%	-14%	-3%	-9%	-16%
12	3%	·	-2%	·	-5%
13	·	37%	-3%	0%	21%
14	6%	1%	3%	7%	0%
15	-1%	4%	-3%	-7%	-3%[1.84 µM]
16	-18%	·	1%	·	9%
17	-8%	-31%	-20%	?	-89%
18	1%	31%	2%	-2%	4%
19	5%	-14%	-6%	-6%	-34%
20	-1%	35%	16%	-16%	11µM*

Next section:
entry	SMILES	Rab9 promoter act	FLuc counter	NPC1 promoter act	p53 reactivation	MBNL1-CUG inh
21	CCOC(=O)c1ccc(S(=O)(=O)N2CCN(CC(=O)NC(=O)NC(C)(C)C)CC2)cc1	9%	5%	5%	-1%	2%
22	CCCNC(=S)Nc1ccc(Cl)cc1C	-9%	1%	-1%	-9%	-18%
23	Cn1c(SCC(=O)c2c(N)n(C)c(=O)n(C)c2=O)nnc1-c1ccc(F)cc1	-1%	-1%	-3%	1%	·
24	COc1ccc(C(=O)CSC2=NS(=O)(=O)c3cc(Cl)ccc3N2)cc1	3%	-16%	-3%	-3%	·
25	COc1ccc(C(=O)NCCc2ccc(F)cc2)cc1OC	17%	4%	8%	-1%	0%
26	Brc1ccc(COc2ncnc3ccccc23)cc1	12%	1%	1%	0%	2%
27	C#CCOCCOCCOCCNc1nc(N2CCN(C(=O)CCCCCCCCCCNC(=O)[C@@H](CCSC)n3cc(CCO)nn3)CC2)nc(N2CCN(C(=O)CCCCCCCCCCNC(=O)[C@H](CO)n3cc(CCCCCN)nn3)CC2)n1	-6%	-1%	-3%	6%	·
28	Cc1ccccc1N1C(=O)CC2(CCCC2)CC1=O	-7%	1%	-1%	0%	-4%
29	CC1Cc2ccccc2N1C(=O)COC(=O)c1ccc(O)cc1 (stereo not drawn)	-1%	-10%	0%	-1%	-15%
30	CCN(CC)C(=O)COC(=O)c1ccc(C)c(NC(=O)c2ccco2)c1	8%	1%	-3%	-1%	1%

entry	uPA surface inh	RORgamma inh	ELG1 genotoxic	VP16 counter	BRCA1 expr up
21	5%	20%	-13%	-2%	-4%
22	-2%	7.1µM*	0%	?	-23%
23	2%	9%	-2%	1%	1%
24	18%	·	-1%	·	-20%
25	-2%	22%	6%	-13%	58%
26	-3%	0%	0%	-16%	12%
27	-9%	·	3%	·	9%
28	-4%	1%	-10%	-4%[10 µM]	-13%
29	-16%	34%	4%	3%	2%
30	-4%	23%	3%	1%	2%

New compounds follow
entry	SMILES	Rab9 promoter act	FLuc counter	NPC1 promoter act	p53 reactivation	MBNL1-CUG inh
31	CC(=O)Nc1ccccc1-c1nc2ccccc2nc1OCC(=O)c1ccc(Br)cc1	1%	0%	-4%	-4%	6%
32	CC(=O)N1c2ccc(S(=O)(=O)NCCC(=O)Nc3ccc(C)cn3)cc2CC1C (stereo not drawn)	-5%	-1%	-1%	7%	0%
33	Cc1cc(OCc2cc(C(=O)N(C)CCc3cnn(C)c3)no2)cc(C)c1Cl	3.2µM*	8.5µM*	2.8µM*	?	2%
34	CCC(NC(=O)c1ccccc1NC(=O)c1ccccc1)C(=O)O (stereo not drawn)	1%	-17%	2%	12%	-21%
35	COCCn1cnnc1SCC(=O)Nc1cccc(S(=O)(=O)N2CCCCC2)c1	-10%	3%	0%	-6%	·
36	CC(NC(=O)c1cc(S(=O)(=O)N2CCCC2)cn1C)c1ccccc1 (stereo not drawn)	-3%	1%	-2%	7%	6%

entry	uPA surface inh	RORgamma inh	ELG1 genotoxic	VP16 counter	BRCA1 expr up
31	·	7%	7%	1%	-4%
32	7%	15%	0%	9%	6%
33	-1%	12%	?	-12%	10µM*
34	5%	-2%	-3%	0%	-5%
35	4%	·	-1%	·	0%
36	5%	26%	0%	-1%	7%

Record cards, from the list above. Order of screens: Rab9 promoter act	FLuc counter	NPC1 promoter act	p53 reactivation	MBNL1-CUG inh	uPA surface inh	RORgamma inh	ELG1 genotoxic	VP16 counter	BRCA1 expr up
Results for `CC(NC(=O)c1cc(S(=O)(=O)N2CCCC2)cn1C)c1ccccc1` (stereo not drawn) = -3%	1%	-2%	7%	6%	5%	26%	0%	-1%	7%
Results for `CC(=O)N1c2ccc(S(=O)(=O)NCCC(=O)Nc3ccc(C)cn3)cc2CC1C` (stereo not drawn) = -5%	-1%	-1%	7%	0%	7%	15%	0%	9%	6%

No enrichment for hits; 13% or so of the library scored in one or more.
